MCL1-BIM inh – MCL1-BIM-BH3 interaction inhibition (human) | Q07820 | GST-MCL1 / FITC-Bim-BH3 fluorescence polarization | inhibition, % at 10.9 µM | 320,000 tested, 0.68% active;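 active means inhibition above the mean inhibition of all tested compounds plus 3 SD, set per campaign, cut at about 40% in these data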;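 further: 0% = DMSO wells and 100% = unlabeled Bim-BH3 peptide control; higher means more loss of mP so more displacement of Bim peptide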
Target sequence (Q07820 whole entry, looked up): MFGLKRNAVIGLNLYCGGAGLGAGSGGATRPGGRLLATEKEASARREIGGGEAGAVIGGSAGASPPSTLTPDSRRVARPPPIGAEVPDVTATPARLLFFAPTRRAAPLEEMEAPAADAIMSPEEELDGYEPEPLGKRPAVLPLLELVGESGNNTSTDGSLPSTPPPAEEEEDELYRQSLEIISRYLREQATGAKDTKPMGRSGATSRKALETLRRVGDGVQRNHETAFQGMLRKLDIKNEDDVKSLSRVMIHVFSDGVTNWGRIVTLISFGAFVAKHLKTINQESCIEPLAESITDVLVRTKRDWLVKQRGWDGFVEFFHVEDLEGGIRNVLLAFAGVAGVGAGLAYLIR
GRK2 aptamer HTS – blocks RNA aptamer binding to human GRK2; AID 488847; bead flow cytometry, FAM-aptamer displacement from GRK2; 330,000 tested, 0.59% active; inhibition of aptamer binding, % at 10 µM;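 active means inhibition of aptamer binding above 40%, roughly 3 SD of noise, on plates passing a quality check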;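 further: median bead fluorescence of bound FAM aptamer so fluorescent compounds give negative values; no value below 0 was filed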
CIT2-GFP yeast – modulators of TOR pathway CIT2-GFP in S. cerevisiae; S. cerevisiae CIT2-GFP strain, flow cytometry, 3 h; 100 means same as DMSO wells; 320,000 tested, 0.065% active; AID 2029; GFP response vs DMSO, % at 10 µM;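 active means GFP response relative to DMSO above a set limit, near the screen mean plus 3 SD, cut at about 150% in these data; inconclusive means Fewer than 70 cells measured for a yeast strain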;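 further: ratio of well median GFP fluorescence to mean of DMSO wells on the plate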
Fam108B counter – blocks mouse Fam108B hydrolase in RBBP9 counter-screen | recombinant Fam108B, FP-Rh probe fluorescence polarization | 300,000 tested, 0.33% active | inhibition, % at 9.51 µM | AID 1947;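 active means inhibition above the screen mean inhibition plus 3 SD, computed separately per campaign, cut at about 18% in these data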;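 further: inhibitors lower polarization as less probe binds the enzyme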
BCLXL inh – Bcl-xL (human) inhibition; Q07817; GST-Bcl-xL / FITC-Bim BH3 peptide fluorescence polarization; inhibition, % at 10.9 µM; 320,000 tested, 0.7% active; AID 2129;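 active means inhibition above the mean of all tested compounds plus 3 SD, cutoff set per campaign, cut at about 30% in these data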;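 further: 0% = DMSO wells and 100% = unlabeled Bim-BH3 peptide competitor; inhibitors lower millipolarization by displacing the labeled peptide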
Target sequence (Q07817 whole entry, looked up): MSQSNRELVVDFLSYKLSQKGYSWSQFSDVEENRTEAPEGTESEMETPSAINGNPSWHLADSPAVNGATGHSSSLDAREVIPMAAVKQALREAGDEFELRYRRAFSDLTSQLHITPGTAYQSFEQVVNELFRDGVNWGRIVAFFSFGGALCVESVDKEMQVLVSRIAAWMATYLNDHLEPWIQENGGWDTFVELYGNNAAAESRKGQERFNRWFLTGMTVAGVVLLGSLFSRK
AGP1-GFP MLPCN – yeast TOR pathway AGP1-GFP modulation. S. cerevisiae AGP1-GFP multiplex flow cytometry, 3 h; GFP as percent of DMSO wells. GFP response vs DMSO, % at 10 µM. 320,000 tested, 0.02% active;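 active means GFP response relative to DMSO above a set limit, near screen average plus 3 SD, cut at about 150% in these data; inconclusive means fewer than 70 cells counted for the yeast strain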;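 further: median GFP channel fluorescence of the gated AGP1 strain per well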
GLD-1 RNA inh – GLD-1-TGE RNA interaction inhibition (C. elegans) | purified GLD-1 + fluorescein TGE RNA, fluorescence polarization | inhibition, % at 5.96 µM | 320,000 tested, 0.44% active | AID 2280;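 active means percent inhibition above a per-plate cutoff, the plate mean of test compounds plus 3 SD, cut at about 30% in these data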;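 further: 0% = DMSO wells with GLD-1 and probe and 100% = wells lacking GLD-1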
Target sequence (Q17339 whole entry, looked up): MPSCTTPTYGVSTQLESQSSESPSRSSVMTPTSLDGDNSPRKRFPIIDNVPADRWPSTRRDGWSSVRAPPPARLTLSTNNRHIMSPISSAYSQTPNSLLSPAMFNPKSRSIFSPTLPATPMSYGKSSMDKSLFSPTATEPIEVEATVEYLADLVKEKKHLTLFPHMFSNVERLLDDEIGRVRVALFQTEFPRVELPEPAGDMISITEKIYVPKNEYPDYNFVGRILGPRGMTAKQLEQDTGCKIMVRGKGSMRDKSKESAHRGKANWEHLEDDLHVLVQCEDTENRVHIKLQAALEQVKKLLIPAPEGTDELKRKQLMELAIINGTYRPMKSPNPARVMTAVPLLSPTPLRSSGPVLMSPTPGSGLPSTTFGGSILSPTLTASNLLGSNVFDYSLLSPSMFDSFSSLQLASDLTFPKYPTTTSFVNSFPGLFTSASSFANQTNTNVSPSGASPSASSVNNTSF
MEX-5 binding – C. elegans MEX-5 TCR-2 RNA binding activity. MEX-5/FITC-TCR2 RNA binding, fluorescence polarization; active compounds read low. activity score (negative = inhibition of binding), % at 10 µM. 300,000 tested, 0.38% active. AID 1832;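 active means inhibition past about -25% in most replicates, and total fluorescence under double the plate's negative control median, limit read from the data; inconclusive means replicates evenly split on the limit, or fluorescence at least double controls; inactive means too little inhibition in most replicates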;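 further: 0% = DMSO and -100% = 5 µM competing unlabeled TCR2 RNA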
VLA-4 inh – inhibition in a human VLA-4 binding assay. inhibition, % (about 7 µM as worked out from the volumes in the protocol). VLA-4 expressing cells, ligand binding flow cytometry. P13612. 330,000 tested, 0.2% active; in the data active means inhibition above about 50%
Numbers without * were called inactive; ? = inconclusive; · = not tested or not shown.

SMILES	MCL1-BIM inh	GRK2 aptamer HTS	CIT2-GFP yeast	Fam108B counter	BCLXL inh	AGP1-GFP MLPCN	GLD-1 RNA inh	MEX-5 binding	VLA-4 inh
CCS(=O)(=O)NC(C)C(c1cccs1)N1CCN(c2ccc(OC)cc2)CC1 (centres undefined)	2	3	121	1	7	109	0	-1.0	-5
CN1C(=O)NC(c2ccccc2[N+](=O)[O-])C2=C1CC(C)(C)CC2=O (centres undefined)	8	1	100	-7	6	94	0	2.9	6
O=C(CCC1CCCN(C2C3CC4CC(C3)CC2C4)C1)NCc1ccc(F)c(F)c1 (centres undefined)	0	0	92	-4	2	91	6	5.2	-2
Cc1ccc(N=C2NC(=O)C(CC(=O)NCc3ccccc3)S2)cc1C (centres undefined)	9	2	104	-1	3	97	9	0.8	4
COc1cc([C@H]2c3c(cc(OC)c(O)c3OC)C[C@@H](CO)[C@@H]2CO[C@@H]2O[C@H](CO)[C@@H](O)[C@H](O)[C@H]2O)cc(OC)c1O	4	0	95	1	8	96	0	·	12
Cc1cc(NC(=O)CS(=O)CC(=O)Nc2c(C)cccc2C)ccc1-n1cnnn1 (centres undefined)	-1	1	109	-2	-1	106	7	0.8	-8
O=C(NCc1ccccn1)C1(C(F)(F)F)C/C(=C\CCO)CCCO1 (centres undefined)	14	0	90	-1	3	85	-5	1.2	-9
NC(=O)CCC(NS(=O)(=O)c1ccc(Cl)cc1)C(=O)NCc1ccc(Cl)cc1 (centres undefined)	-6	2	98	-3	4	102	-2	0.0	13
O=C(CNc1ccccc1Cl)Nc1cc(S(=O)(=O)N2CCOCC2)ccc1Cl	0	0	92	·	0	100	8	·	8
Cc1ccc(-c2nn3c(C)nnc3s2)cc1NC(=O)C(C)C	-3	0	98	-4	-1	100	0	-0.9	19
COc1ccc(-c2nnn(CC(=O)N(CCCO)C(C(=O)NC3CCCC3)c3ccc(F)cc3)n2)cc1 (centres undefined)	-1	1	108	2	7	111	-2	3.5	2
NC(=S)NNc1cccc(Cl)c1	6	1	98	-2	5	96	-2	0.9	0
NC1=NC(=O)C(Cc2ccc(OC(F)(F)F)cc2)S1 (centres undefined)	1	0	97	1	6	103	6	-1.6	-2
COc1ccc(N(CC(=O)Nc2cc(C(=O)O)ccc2C)S(=O)(=O)c2c(C)noc2C)cc1	11	5	102	-2	6	100	4	-2.0	0
CC(C)N(Cc1cc2ccccc2[nH]c1=O)C(=O)c1cccnc1	3	0	102	1	7	96	1	-2.7	3
CCOC(=O)c1c(NC(=O)CSc2nnc(-c3ccco3)o2)sc(C)c1C	0	1	107	-1	1	107	-7	1.9	4
Cc1cc(C)nc(N2CCC(C(=O)O)CC2)n1	8	1	94	0	7	102	7	-0.4	9
CCC/C(=C1/C(=O)CC(C)(C)C(C(=O)OC)C1=O)N1CCCC1 (centres undefined)	-5	0	101	-2	1	100	-4	0.0	-7
CCOC(=O)N1CCC(NC(=S)Nc2ccc3nc(N4CCN(C)CC4)cc(C)c3c2)CC1	9	0	104	2	5	104	1	0.1	1
COc1cccc(CNC(=O)Cn2cccc2)c1	6	0	·	2	3	96	4	0.1	3
Cc1cc(C)c(S(=O)(=O)NCc2ccncc2)c(C)c1	12	0	103	1	8	103	3	2.6	-5
CCOc1ccc(C(=O)Nc2ccc3[nH]ncc3c2)cc1	-1	2	104	-1	-2	98	-7	3.8	0
CCC1(c2ccccc2)NC(=O)N(CC(=O)N2CCN(S(=O)(=O)c3ccccc3)CC2)C1=O (centres undefined)	-25	1	90	2	-4	95	-1	4.0	7
NS(=O)(=O)c1ccc(NC(=O)Nc2ccc3c(c2)OCO3)cc1	·	2	?	·	·	?	·	1.0	-29
Cc1cc(=O)n(C)c(=O)n1CCCCCCN1CCCC1	-15	1	89	-6	0	96	-10	-0.6	-1
O=C(CCN1C(=O)C2(OCCO2)c2ccccc21)c1ccccc1	0	0	103	1	4	103	15	-2.4	3
CC(C)COc1ccc(C(=O)N/N=C/c2ccoc2)cc1	12	4	89	3	5	98	7	1.4	2
Cc1ccccc1-c1nnc(SCC(=O)Nc2c(C)n(C)n(-c3ccccc3)c2=O)o1	4	1	114	2	0	91	4	2.7	13
Cc1ccc(S(=O)(=O)c2c(C)cc(-c3ccccc3)[nH]c2=O)cc1	6	0	97	-2	1	100	-4	-1.5	17
O=[N+]([O-])c1cc(Cl)ccc1N1CCCCC1	8	0	100	3	6	105	5	1.3	1
Cc1c(/C=C(\C#N)C(=O)NCc2ccccc2)cc(C#N)n1C	1	0	106	-1	3	94	2	0.1	-1
Cc1nnc(SCc2ccccn2)n(N)c1=O	13	0	104	2	6	110	3	-0.3	-2
CC(CN1CCCC1)OC(=O)c1ccc(Cl)cc1Cl (centres undefined)	0	2	109	-2	-1	101	4	0.9	5
Cc1ccsc1/C=C1/SC(=O)N(CC(=O)N2CCCC2)C1=O	7	0	102	4	3	100	1	-2.2	-2
CSc1ccccc1NC(=O)Cn1nnc(-c2ccc(S(C)(=O)=O)cc2)n1	-1	1	100	-5	3	103	8	0.2	0
COc1ccc(-n2c(SC3CCOC3=O)nc3ccccc3c2=O)cc1OC (centres undefined)	12	0	98	0	4	93	4	-0.1	19
O=C(Nc1ccccc1C(F)(F)F)NC1CCCCC1	0	1	113	1	3	107	-4	-1.2	0
Cc1ccc(C(=O)NNC(=O)C2CCN(Cc3ccccc3)CC2)cc1	1	0	96	1	-1	106	-1	1.5	-3
Cn1cccc1C(C#N)c1cccc(F)c1C#N (centres undefined)	3	0	91	3	5	103	6	-2.7	7
COc1ccc(S(=O)(=O)NCc2ccccn2)cc1NC(=O)c1ccc(Cl)cc1	6	0	79	4	4	83	3	1.8	2
c1cc2c(c(NCc3ccncc3)c1)CCCC2	3	1	88	1	5	95	8	-1.4	-1
COC(=O)C1=C(N)Oc2c(oc(CO)cc2=O)C1c1ccccc1F (centres undefined)	-4	2	102	-1	2	104	1	1.8	12
CCN(CC(=O)NCc1cccs1)S(=O)(=O)c1ccc(F)c(F)c1F	-6	0	91	3	-2	99	4	2.1	3
COc1cccc(CNC(=O)c2ccc(C)c(S(=O)(=O)N3CCOCC3)c2)c1	5	2	103	-1	7	113	3	-0.1	0
N=C1C(c2nc3ccccc3c(=O)[nH]2)=C(O)CN1CCc1ccccc1	3	0	100	-1	3	105	2	-0.3	13
C=CCn1c(SCC(=O)c2cccs2)nc2sc(C)c(C)c2c1=O	5	1	101	-1	5	105	-7	0.9	-4
COc1ccc(C)cc1NC(=O)CSc1nnc(COc2ccccc2)n1Cc1ccco1	-4	3	104	1	-9	105	-1	-1.2	2
C/C(=N\N=C1\NC(=O)C(Cc2ccccc2)S1)c1ccccc1 (centres undefined)	3	20	90	1	-1	89	4	-4.8	11
C=CCOC(=O)C1=C(C)NC(C)=C(C(=O)OCC=C)C1c1ccco1	-2	3	91	3	-3	104	1	0.6	0
CCOC(=O)c1sc(NC(=O)c2ccccc2OC)nc1C	0	0	103	-5	-2	100	-3	0.0	13
The list continues.
SMILES	MCL1-BIM inh	GRK2 aptamer HTS	CIT2-GFP yeast	Fam108B counter	BCLXL inh	AGP1-GFP MLPCN	GLD-1 RNA inh	MEX-5 binding	VLA-4 inh
COC(=O)c1cc2n(n1)CCN(Cc1ccc(OC)cc1)C2=O	5	2	95	-4	4	96	2	0.8	2
Cc1cc(C)c2cc3c(N)c(C(=O)N4CCOCC4)sc3nc2c1	4	0	102	1	10	92	-1	0.5	-7
O=C(NCCCCCCOC1=NS(=O)(=O)c2ccccc21)C(=O)Nc1ccccc1	-15	0	97	3	-3	91	13	-1.0	9
CC(=O)Nc1ccc(C(=O)OC2CCCCC2=O)cc1 (centres undefined)	-2	4	108	0	2	107	2	1.3	4
CN(C)S(=O)(=O)N1CCC(Oc2cccc(C(=O)NC3CCCCCC3)c2)CC1	6	0	104	-1	7	102	-1	2.3	15
Cc1nn(C)c(C)c1NC(=O)c1ccccc1NC(=O)Nc1ccccc1	1	0	99	-2	2	108	6	0.3	0
C=C(C)[C@@H]1CC=C(CN2CCN(Cc3ccccc3)CC2)CC1	4	0	104	14	4	103	6	-1.4	4
CCN(C)Cc1c(C(=O)N2CCc3ccccc3C2)nc2ccc(Cl)cn12	19	0	103	2	10	101	12	0.7	7
Cc1cc(C)c(OCC(=O)N/N=C/c2ccco2)c(C)c1	1	5	90	-2	1	94	-3	2.3	5
Cn1cc(Br)c(C(=O)Nc2c(F)c(F)c(F)c(F)c2F)n1	-2	0	102	-2	3	97	3	1.0	17
COc1ccc(CNC(=O)C2CCN(S(=O)(=O)c3ccc4c(c3)N(C(C)=O)CCO4)CC2)cc1	6	1	102	4	6	104	2	0.7	28
Cc1ccc(CNS(=O)(=O)c2cn(C)c(=O)n(C)c2=O)cc1	-2	3	98	0	2	107	-6	-1.6	7
Oc1ccccc1C(=S)N1CCCC1	-3	1	111	0	6	96	-2	1.9	1
COc1ccc(CC(=O)N2CCc3cc(OC)c(OC)cc3C2C)c(OC)c1 (centres undefined)	-1	2	99	3	-4	103	3	-0.3	4
Cc1c(CCC(=O)O)c(=O)oc2cc(OCc3ccc(Br)cc3)ccc12	·	9	109	·	·	108	·	0.7	12
Cc1cccc(CC2CC(=O)N(c3nc4ccccc4s3)C2=O)c1 (centres undefined)	10	0	90	0	6	81	9	0.3	-14
CCOC(=O)C1=NOC2C(=O)N(c3ccc(Cl)cc3Cl)C(=O)C12 (centres undefined)	2	2	102	-2	3	103	0	-0.6	6
O=C1NC(=Nc2ccccc2Cl)S/C1=C\c1cccc([N+](=O)[O-])c1O	8	3	102	12	-3	80	-5	-12	9
O=C(CCC(=O)N(c1cccc(F)c1)C(C(=O)NC1CCCC1)c1ccncc1)Nc1cccnc1 (centres undefined)	0	0	100	-5	0	96	5	-2.8	7
Cn1c(=O)c2c(nc(NCC3CCCO3)n2C)n(C)c1=O (centres undefined)	2	1	98	-2	5	99	-1	0.4	18
CC(=O)/C=C/c1ccc2ccccc2n1	8	1	83	3	-4	87	-1	1.5	17
Cc1cc(C)c(OCC(=O)Nc2cc(C(=O)O)cc(C(=O)O)c2)cc1C	-1	0	91	-3	2	97	9	1.1	2
CCOC(=O)c1ccsc1NC(=O)c1ccco1	2	0	117	1	0	106	-2	7.4	-3
Cc1[nH]c(=O)[nH]c(=O)c1S(=O)(=O)Nc1ccc(F)cc1Cl	·	0	102	·	·	100	·	0.0	-1
CCOc1ccc2oc(C(=O)N3CC(C)OC(C)C3)c(C)c2c1 (centres undefined)	5	0	94	1	4	77	9	-2.0	2
O=C(Nc1ccncc1)c1cc(S(=O)(=O)N2CCOCC2)ccc1Cl	3	1	88	3	5	108	8	0.6	10
CC(=O)N1CCN=C1SCc1ccccc1F	0	0	101	0	-2	106	2	-1.6	-8
O=C(Cc1cccc(C(F)(F)F)c1)NCc1ccc(Cl)cc1Cl	1	2	94	1	1	102	-3	0.2	12

Random excerpt: 3 compounds from above.
SMILES	MCL1-BIM inh	GRK2 aptamer HTS	CIT2-GFP yeast	Fam108B counter	BCLXL inh	AGP1-GFP MLPCN	GLD-1 RNA inh	MEX-5 binding	VLA-4 inh
CC(=O)/C=C/c1ccc2ccccc2n1	8	1	83	3	-4	87	-1	1.5	17
CC(=O)N1CCN=C1SCc1ccccc1F	0	0	101	0	-2	106	2	-1.6	-8
Cc1[nH]c(=O)[nH]c(=O)c1S(=O)(=O)Nc1ccc(F)cc1Cl	·	0	102	·	·	100	·	0.0	-1
